# Epigenetic derep: epigenetic control regulation, reporter derepression; Potency, µM (doses to about 53.9 µM), for the others: at the highest dose GFP activation, actives largely listed as activators; actives 0.2% (n = 280,000); murine LDR cells, GFP reporter derepression, 30 h; AID 1865; note: potency is the fitted concentration of half-maximal effect; % of control where 0% means no effect; nearly all actives have a fitted effect of over 60% in size
#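 In this reporter-derepression format, murine cells bearing a silenced integrated CMV-GFP locus incubate with test compound (30 h, 37 C), then are washed and imaged; fluorescent objects of 20–120 um count as induced cells.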
# CBFb RUNX1 block: inhibitors of human CBF-beta and RUNX1 interaction. Potency, µM (highest dose often 59.8 µM), inactives show at the top dose activity, negative = inhibition, hits mostly inhibitors. AlphaScreen CBFb-His/RUNX1-biotin binding, biochemical. 230,000 tested, under 10 active. AID 1477. Q01196+Q13951; note: % of control where 0% means no effect
#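 Interaction loss through any mechanism counts as activity. Pre-formed complex of His-CBF-beta and biotin-RUNX1 (30 nM apiece) is incubated with compound 15 min, then with 50 ng nickel and 50 ng streptavidin beads for 90 min before AlphaScreen detection.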
# KinaseGlo FLuc: blocks Kinase-Glo luciferase, a counter-screen artifact. Potency, µM (doses to about 38.3 µM), for the others: at the highest dose activity change, negative = inhibition, most hits filed as inhibitors. Kinase-Glo luciferase, ATP luminescence, 8 min. actives 0.28% (n = 200,000). AID 1379; note: potency is the fitted concentration of half-maximal effect; % is set by controls: 0 for no effect and ±100 for the full control effect; nearly all actives have a fitted effect of over 60% in size
#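 Inhibition of Kinase-Glo luciferase light generation was assessed at 10 uM ATP in pH 7.2 imidazole buffer, with luminescence measured after eight minutes at ambient temperature.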
# NPSR antag: antagonists of human neuropeptide S receptor cAMP signaling; AID 1461; Q6W5P4; CHO-NPSR cells, cAMP TR-FRET, antagonist mode; Potency, µM (series often up to 38.3 µM), without a hit: at the highest dose activity change, negative = inhibition, most hits filed as inhibitors; actives 1% (n = 220,000); note: potency is the fitted concentration of half-maximal effect; % is set by controls: 0 for no effect and ±100 for the full control effect; nearly all actives have a fitted effect of over 50% in size; many of its hits are not listed in these tables
# Target sequence (Q6W5P4 whole entry, looked up): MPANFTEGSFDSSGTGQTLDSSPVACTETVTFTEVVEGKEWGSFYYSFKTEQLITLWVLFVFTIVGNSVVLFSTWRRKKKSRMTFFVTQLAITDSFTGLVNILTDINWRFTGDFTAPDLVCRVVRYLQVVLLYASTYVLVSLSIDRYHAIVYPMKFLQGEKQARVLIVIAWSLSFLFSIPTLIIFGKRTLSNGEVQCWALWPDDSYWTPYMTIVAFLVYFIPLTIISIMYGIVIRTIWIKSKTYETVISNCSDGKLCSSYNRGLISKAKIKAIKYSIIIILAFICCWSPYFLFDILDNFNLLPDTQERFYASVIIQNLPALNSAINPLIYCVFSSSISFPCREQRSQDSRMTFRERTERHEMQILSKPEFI
# aGal spleen mod: inhibitors or activators of human alpha-galactosidase in spleen homogenate; P06280; human spleen homogenate, 4MU-alpha-Gal fluorescence, 40 min; Potency, µM (doses to about 80 µM), for the others: top-dose activity change, negative = inhibition, hits mostly inhibitors; actives 0.008% (n = 240,000); AID 2107;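 note: potency is the fitted concentration of half-maximal effect; 0% = enzyme with vehicle and -100% = no enzyme basal signal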
# Target sequence (P06280 32-429 limits assumed): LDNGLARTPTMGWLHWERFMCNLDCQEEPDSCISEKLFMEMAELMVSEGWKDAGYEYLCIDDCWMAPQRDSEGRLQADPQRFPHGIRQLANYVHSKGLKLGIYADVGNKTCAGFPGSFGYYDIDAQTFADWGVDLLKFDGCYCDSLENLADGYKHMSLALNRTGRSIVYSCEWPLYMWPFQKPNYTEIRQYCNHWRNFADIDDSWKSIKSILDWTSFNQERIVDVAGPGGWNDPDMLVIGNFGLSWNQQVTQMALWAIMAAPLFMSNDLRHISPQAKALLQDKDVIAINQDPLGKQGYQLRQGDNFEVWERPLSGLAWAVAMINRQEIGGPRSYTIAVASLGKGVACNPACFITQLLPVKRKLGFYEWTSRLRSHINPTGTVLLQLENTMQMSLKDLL
#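 Human spleen homogenate (1 ug) was the enzyme source, with 4-methylumbelliferyl-alpha-D-galactopyranoside (1 mM final) in pH 5.0 citrate buffer with 0.01% Tween-20. Compounds were titrated; after 40 min at 37C, NaOH/glycine stop, 4-MU fluorescence read; AC50 from Hill fits.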
# LMNA splice mod: modulators of lamin A splicing; HeLa LMNA splicing GFP/RFP minigene ratio, 48 h; Potency, µM (series often up to 46.1 µM), without a hit: at the top dose ratio change, negative = inhibition, hits mostly inhibitors; actives 0.01% (n = 200,000); AID 1487; active = well fitted inhibition curve with a large enough effect in the signal ratio, with a control signal flat, not every such curve was filed as active; inconclusive = small, poorly fitted or top-dose-only effect, or effect the other way, or a change in a side signal; the % refers to the signal ratio; note: potency is the fitted concentration of half-maximal effect; % is set by controls: 0 for no effect and ±100 for the full control effect
#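 S3 HeLa cells stably expressing lamin A-EGFP splicing minigene plus DsRed2, 600 cells/well, 48 h compound exposure at 37C. Laser-scanning cytometry; analysed as GFP (500-530 nm)/RFP (575-640 nm) total intensity ratio; 0.5% DMSO vehicle.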
# IMPase Li cell: cell-permeable IMPase inhibitors with lithium potentiation | Potency, µM (doses to about 59.4 µM), for the others: at the highest dose activity, negative = IMPase inhibition, usual class: inhibitors | CHO-M1 cells, IP1 TR-FRET (IP-One), carbachol + lithium | actives 0.35% (n = 210,000);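 note: IP1 builds up when IMPase is blocked and the TR-FRET signal falls; potency is the fitted concentration of half-maximal effect; plate controls were basal vehicle for no effect and high inhibitor control for full effect; nearly all actives have a fitted effect of over 50% in size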
#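 Test compounds were applied to CHO-M1 cells previously cultured for 16–30 h at 2000 per well. A small lithium amount accompanied them; after 30 min at 37C, IP1 was quantified by TR-FRET.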
# * marks the source's active call; other numbers are inactive results; ? = inconclusive; . = no result given; & = joins results of further samples; [ ] = remark or other dose. Unless noted, calls come from the whole dose curve; as a rule, active = well fitted curve in the direction sought with a large enough effect; inconclusive = small, poorly fitted or top-dose-only effect, or another doubt; inactive = no such curve, though single readings can be large; an effect the other way counts as inactive or inconclusive.
SMILES,Epigenetic derep,CBFb RUNX1 block,KinaseGlo FLuc,NPSR antag,aGal spleen mod,LMNA splice mod,IMPase Li cell
CC(Sc1nc(-c2ccccc2)cc(C(F)(F)F)n1)C(=O)N1CCC(C(N)=O)CC1 (centres undefined),-2.3%,7.9%,-3.8%,-12.1%[46.1 µM],5.4%,-12.6%,-0.2%
Cc1ccc(C(=O)c2c[nH]c(C(=O)NCc3cccnc3)c2)cc1,-0.9%,13.9%,1.0%,-25.5%[46.1 µM],-0.1%,?,28.4%[38.3 µM]
COc1cccc(C(=O)O/N=C(\N)c2ccncc2)c1,-0.3%,-1.2%,-23.9%,-4.2%[46.1 µM],-3.8%,-0.1%,-7.0%[38.3 µM]
CC(=O)Nc1ccc(S(=O)(=O)Nc2nc3cc4c(cc3nc2Cl)OCCO4)cc1,-0.4%,3.7%,.,?,?,.,.
Nc1nnn(CC(=O)N/N=C/c2ccc(O)cc2)n1,1.6%,26.5%,.,10.3%,0.3%,.,.
Cc1ccc(C(=O)N2N=C3c4ccccc4S(=O)(=O)N3[C@H]2N(C)C)cc1,-1.0%,13.7%,-8.2%,0.2%,-1.7%,.,3.0%
COC(=O)C1=C(C)C(c2cccs2)NC(=O)N1C (centres undefined),-0.8%,5.0%,-0.4%,3.4%[46.1 µM],7.7%,-5.8%,7.7%
O=S(=O)(NCCOc1ccc(F)cc1)c1ccc2c(c1)OCCO2,-1.1%,5.9%,-4.7%,-2.9%[46.1 µM],6.0%,?,-14.4%[38.3 µM]
Cc1ccc2nc(NC(=O)c3ccc(OCC4CCCO4)cc3)sc2c1 (centres undefined),2.0%,-4.5%,0.2%,1.2%,2.8%,?,13.5%
COC(=O)c1ccccc1NC(=O)c1noc2c1CCC2,1.8%,?,5.8%,-4.8%[46.1 µM],-1.4%,-10.5%,11.7%
CC1CCN(Cc2ccc(NC(=O)CC3Oc4ccccc4NC3=O)cc2)CC1 (centres undefined),-5.8%,-2.0%,-2.3%,7.7%[46.1 µM],6.7%,-1.3%,32.5%[38.3 µM]
C[C@@](N)(Cc1ccc(O)c(O)c1)C(=O)O,-1.3%,-1.3%[21.7 µM],-4.9%,.,-5.2%,?,27.0%&2.3%
N#Cc1c(N)nc2c(c1N)CC(=O)N2c1ccc(Cl)cc1,3.9%,-1.5%,-1.6%,-13.2%[46.1 µM],5.4%,-8.2%,15.1%[38.3 µM]
O=C(c1ccncc1)N1CCC[C@@]2(CCN(c3cccc(-c4ccccc4)c3)C2)C1,.,.,1.4%,.,-3.1%,.,35.3%[activator]
CCOc1ccc(NC(=O)CN2C(=O)C(C)SC(C)C2=O)cc1 (centres undefined),-3.6%,0.3%,-0.5%,32.3%,-5.9%,.,-1.7%
NC/C(=N\O)c1ccc(Cl)cc1Cl,-5.1%,0.0%,.,-12.0%[46.1 µM],-3.7%,?,.
COc1ccccc1-c1nc(C#N)c(NCc2ccc(F)cc2)o1,0.9%,-5.9%,-1.2%,?,5.3%,0.4%,23.0%[38.3 µM]
O=C(CCCC1=NS(=O)(=O)c2ccccc2N1)N1CCN(c2ccc(Cl)cc2)CC1,-1.0%,-2.4%[2.36 µM],11.2%,1.5%,2.8%,?,-3.0%
COc1ccccc1N1CCN(c2cc(=O)n(-c3ccc(Br)cc3)c(=O)[nH]2)CC1,0.0%,2.0%,-2.3%,-5.8%[46.1 µM],8.6%,-0.9%,2.0%[38.3 µM]
C=CCNC(=O)c1ccc(OC2CCN(S(=O)(=O)N(C)C)CC2)cc1,3.1%,0.0%,0.9%,-1.8%,-2.8%,.,0.7%
CS(=O)(=O)CCC(C(=O)OCc1ccc(Cl)cc1)N1C(=O)c2ccccc2C1=O (centres undefined),0.0%,6.3%,0.1%,10.6%,3.2%,-7.1%,-0.8%
Cn1c(SCc2ccccn2)nnc1-c1ccncc1,-0.1%,-0.7%,9.3%,12.8%[46.1 µM],10.1%,?,13.5%[38.3 µM]
COC(=O)[C@]12C(=O)C(C)=C(O)[C@@]1(C)C(C)=CC1[C@@]34CC[C@@H](OC(C)=O)C(C)(C)C3C(C[C@]12C)OC4=O (some centres undefined),0.2%,19.9%,.,3.0%,-2.8%,.,.
O=C(CCl)Nc1cccc(-c2cnc3ccccc3n2)c1,-4.6%,-10.2%,-5.2%,-24.1%[46.1 µM],5.2%,?,30.4%[activator][38.3 µM]
COCCn1c(=O)c(-c2cccc(C#N)c2)nc2cnc(Nc3ccccc3)nc21,.,.,.,.,17.1%,?,12.2%

# Taken from above:
# LMNA splice mod with `N#Cc1c(N)nc2c(c1N)CC(=O)N2c1ccc(Cl)cc1` : -8.2%
# KinaseGlo FLuc with `COC(=O)C1=C(C)C(c2cccs2)NC(=O)N1C` (centres undefined) : -0.4%
# KinaseGlo FLuc with `O=C(CCl)Nc1cccc(-c2cnc3ccccc3n2)c1` : -5.2%

# Other compounds follow.
SMILES,Epigenetic derep,CBFb RUNX1 block,KinaseGlo FLuc,NPSR antag,aGal spleen mod,LMNA splice mod,IMPase Li cell
CSc1nc2ccccc2n1CC(=O)Nc1ccc(C)c(C)c1,0.3%,-0.7%,3.0%,-9.1%,5.3%,?,-5.3%
COC(=O)c1ccc(C(NC(=O)OCc2ccccc2)/C(F)=C/[C@@H](C)C(=O)NC2CCCCC2)cc1 (some centres undefined),0.2%,-9.9%,-2.4%,.,3.8%,.,-8.5%
COc1cccc(OC)c1C(=O)NC(=S)Nc1ccc2c(c1)Cc1ccccc1-2,-6.0%,-5.0%,-3.9%,?,8.7%,3.0%,-21.7%[38.3 µM]
COc1cc2[nH]c(=O)n(CCC(=O)N3CCN(c4cc(Cl)ccc4C)CC3)c(=O)c2cc1OC,7.6%,2.8%,3.7%,-25.1%[46.1 µM],-19.2%,-6.8%,12.0%
CCn1c2ccccc2c2cc(NC(=O)c3cc(OC)c(OC)c(OC)c3)ccc21,2.1%,-4.1%,-1.6%,26.0%[46.1 µM],-1.6%,?,-7.4%[38.3 µM]
O=C(Nc1ccccc1)c1cccc(-c2nnc(-c3ccccc3)o2)c1,1.1%,16.7%,2.9%,-0.2%[46.1 µM],1.1%,-13.0%,?
O=C1N/C(=N/N=C/c2ccccc2O)SC1Cc1ccc(F)cc1 (centres undefined),1.2%,1.3%,.,-14.9%,5.7%,.,.
CN(c1ccccc1C(=O)NC1CCCCC1)S(=O)(=O)c1ccccc1,-1.4%,2.6%,-2.2%,11.3%,-14.5%,.,8.4%
COc1ccc(-c2csc(N3CCC(C(N)=O)(N4CCCCC4)CC3)n2)cc1,0.0%,-12.8%,1.3%,-19.6%[46.1 µM],8.3%,?,27.7%[38.3 µM]
COc1ccc(C(=O)NNc2ccccc2)cc1,0.0%,3.2%,-3.1%,17.4%,2.9%,-9.7%,-3.8%
Cc1ccc(C(=O)N2N=C(c3ccccc3)CC2(O)C(F)(F)F)o1 (centres undefined),1.1%,2.3%,-0.7%,8.0%,-1.6%,0.5%[46 µM],17.5%
O=C(O)CCC1COc2ccccc2O1 (centres undefined),-1.1%,8.0%,-0.7%,8.7%[46.1 µM],-3.3%,11.0%,4.7%[38.3 µM]
COc1ccccc1CNC(=O)CSc1ccc(Br)cc1,0.0%,-11.9%,-0.3%,2.9%,5.1%,-3.4%,14.3%
COCCn1c(C)cc(C(=O)CSc2nc3nc(C)cc(C)n3n2)c1C,0.0%,0.0%,-0.4%,15.7%,-7.8%,?,2.0%
COc1ccccc1S(=O)Cc1ccc(C(=O)NCc2ccccc2Cl)o1 (centres undefined),-0.2%,-2.3%,-2.3%,-16.1%[46.1 µM],14.6%,-2.6%,6.3%[38.3 µM]
Cc1cc(NC(=O)CSc2nnc(C)c(=O)n2N)no1,1.1%,-3.4%,0.1%,11.9%,-1.5%,?,-4.0%
CC(=O)OC1OCCOC1NC(=S)Nc1ccc(C)cc1 (centres undefined),1.2%,0.8%,0.4%,-6.8%,-5.6%,4.5%[46 µM],9.4%
CC(C)=CC(=O)Nc1nc2ccc([N+](=O)[O-])cc2s1,0.0%,3.0%,1.3%,-12.6%,-0.3%,.,5.6%
CN(C)CCNc1oc(COc2ccc(Cl)cc2Cl)nc1C#N,-1.2%,-3.2%,-3.1%,1.0%[46.1 µM],-1.4%,10.9%,-5.7%[38.3 µM]
CC(=O)c1nn(-c2cccc(Br)c2)cc1C(=O)c1ccc(C)cc1,-0.2%,6.2%,-1.7%,1.5%[46.1 µM],-6.2%,-2.4%,-2.2%[38.3 µM]
N[C@H](C(=O)O)C(O)C(O)C(O)CO (some centres undefined),2.5%,.,-2.2%,.,12.1%,6.9%,5.3%
Cc1ccc(-c2nc3ccccc3[nH]2)cc1N,0.8%,3.3%,6.31µM*,1.3%[46.1 µM],-10.9%,0.8%,1.8%[38.3 µM]
CC(=O)c1nnn(-c2nc(N3CCCC3)nc(N(c3ccccc3)c3ccccc3)n2)c1C,0.0%,10.0%,2.9%,0.0%[46.1 µM],0.4%,8.0%,26.2%[38.3 µM]
CCCCN(CC)CCCNC(=O)Cn1nc(Cc2ccncc2)c2ccccc2c1=O,-2.6%,3.9%,-6.7%,6.5%[46.1 µM],-14.2%,1.1%,19.3%[38.3 µM]
Cc1cccc(NC(=O)C(c2cccc([N+](=O)[O-])c2)N2CCCCC2)c1 (centres undefined),-0.3%,-8.8%,-0.3%,-25.4%[46.1 µM],-3.9%,1.9%,11.7%[38.3 µM]
O=C(NCc1ccccc1)C1CCCN(S(=O)(=O)c2cccc3nonc23)C1 (centres undefined),2.3%,4.9%,-8.1%,8.1%,-0.2%,1.6%,-11.7%
CCCCc1nc2c(c3c1C[C@H](C)OC3)CN(C(=O)Cc1cccc(OC)c1)CC2,.,4.0%[13.1 µM],-5.4%[7.66 µM],.,1.4%[17.5 µM],-5.6%[9.22 µM],6.6%
O=S(=O)(Nc1ccc2c(c1)OCO2)c1ccccc1,-1.6%,4.2%,-3.1%,-6.6%[46.1 µM],6.0%,-10.0%,28.9%[38.3 µM]

# Rewritten with values under each structure: entries from further up.
# Each structure is followed by: Epigenetic derep | CBFb RUNX1 block | KinaseGlo FLuc | NPSR antag | aGal spleen mod | LMNA splice mod | IMPase Li cell
COc1ccccc1S(=O)Cc1ccc(C(=O)NCc2ccccc2Cl)o1 (centres undefined)
 : -0.2% | -2.3% | -2.3% | -16.1%[46.1 µM] | 14.6% | -2.6% | 6.3%[38.3 µM]
CCCCc1nc2c(c3c1C[C@H](C)OC3)CN(C(=O)Cc1cccc(OC)c1)CC2
 : . | 4.0%[13.1 µM] | -5.4%[7.66 µM] | . | 1.4%[17.5 µM] | -5.6%[9.22 µM] | 6.6%

# This is a subset (hit frequency here may not be typical).
